# Mac1 fbg enh: increases human CD11b/CD18 adhesion to fibrinogen. P05107+P11215. K562 CD11b/CD18 adhesion to fibrinogen, ATPlite luminescence. activation, % at 10 µM. hit rate 0.07% among 93,000. AID 1499;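 active = 10 µM primary screen giving 50% or more activity, confirmed by 40% or more on retest at that dose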; note: strong numbers were not always called active; reference of the scale not given here
# Target sequence (P05107 whole entry, looked up, other chains not shown): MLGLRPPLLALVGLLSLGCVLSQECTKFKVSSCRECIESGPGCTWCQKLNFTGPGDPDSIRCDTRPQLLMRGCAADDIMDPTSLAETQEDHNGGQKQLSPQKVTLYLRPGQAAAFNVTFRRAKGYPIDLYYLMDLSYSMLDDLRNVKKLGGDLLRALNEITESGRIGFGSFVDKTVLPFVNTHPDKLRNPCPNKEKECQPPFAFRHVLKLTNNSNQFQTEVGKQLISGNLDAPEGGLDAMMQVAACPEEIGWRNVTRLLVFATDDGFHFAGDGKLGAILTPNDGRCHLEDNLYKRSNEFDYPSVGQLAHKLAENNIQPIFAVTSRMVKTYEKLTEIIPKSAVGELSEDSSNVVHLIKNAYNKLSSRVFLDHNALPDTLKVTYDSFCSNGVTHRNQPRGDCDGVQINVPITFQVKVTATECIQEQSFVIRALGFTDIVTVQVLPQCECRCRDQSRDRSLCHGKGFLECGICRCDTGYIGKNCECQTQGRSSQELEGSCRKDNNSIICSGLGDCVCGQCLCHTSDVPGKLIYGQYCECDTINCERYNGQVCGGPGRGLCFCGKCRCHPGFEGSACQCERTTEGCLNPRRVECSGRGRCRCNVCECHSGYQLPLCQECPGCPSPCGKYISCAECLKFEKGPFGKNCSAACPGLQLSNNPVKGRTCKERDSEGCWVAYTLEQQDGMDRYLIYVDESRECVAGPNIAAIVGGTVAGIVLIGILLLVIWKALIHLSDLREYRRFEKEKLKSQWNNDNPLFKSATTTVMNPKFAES
# MT1-MMP txn act: MT1-MMP promoter transcription activation. HT1080 MT1-MMP promoter luciferase reporter, luminescence, overnight; hits give high values. activation factor at 10 µM. hit rate 0.16% among 86,000;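 active = activation factor of at least 2 for MT1-MMP transcription at 10 µM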
# Numbers without * were called inactive; . = not tested or not shown. This is a subset. The share of hits here may be higher or lower than overall.
1	O=c1cc(CN2CC=C(c3ccccc3)CC2)c2c(ccc3ccccc32)o1
2	COc1ccc(/C=N/N=C(/N)N[N+](=O)[O-])c(OC)c1
3	O=c1c2ccccc2nc(-c2ccc([N+](=O)[O-])cc2)n1-c1ccccc1
4	O=C(N/N=C/c1c(O)n(CCc2ccccc2)c(=O)[nH]c1=O)c1ccncc1
5	CCc1ccc(-n2c(O)c(/C=N/NC(=O)c3ccncc3)c(=O)[nH]c2=O)cc1
6	Cc1cccc(-n2c(O)c(/C=N/N3CCOCC3)c(=O)[nH]c2=S)c1
7	Fc1ccc(CCNCc2ccccc2Cl)cc1
8	Cc1ccc(N2C(=O)NC(=O)/C(=C\c3cnc(-c4ccccc4)nc3)C2=O)cc1
assay / entry,1,2,3,4,5,6,7,8
Mac1 fbg enh,8,8,-3,2,6,3,-3,0
MT1-MMP txn act,.,.,.,.,.,.,.,.

# Gathered by group, the compounds so far with nitrogen in an aromatic ring (five)
3	O=c1c2ccccc2nc(-c2ccc([N+](=O)[O-])cc2)n1-c1ccccc1
4	O=C(N/N=C/c1c(O)n(CCc2ccccc2)c(=O)[nH]c1=O)c1ccncc1
5	CCc1ccc(-n2c(O)c(/C=N/NC(=O)c3ccncc3)c(=O)[nH]c2=O)cc1
6	Cc1cccc(-n2c(O)c(/C=N/N3CCOCC3)c(=O)[nH]c2=S)c1
8	Cc1ccc(N2C(=O)NC(=O)/C(=C\c3cnc(-c4ccccc4)nc3)C2=O)cc1
assay / entry,3,4,5,6,8
Mac1 fbg enh,-3,2,6,3,0
MT1-MMP txn act,.,.,.,.,.

# (listing goes on)
9	Cn1c(O)c(/C=C/C=Nc2ccccc2)c(=O)n(C)c1=S
10	Cc1nn(Cc2ccccc2)c(Cl)c1C(=O)Nc1ccc(OC(F)(F)F)cc1
11	COc1ccc(CCNCc2ccncc2)cc1
12	COc1cccc(NP(=O)(Oc2ccccc2)Oc2ccccc2)c1
13	Clc1ccc(-c2nc3ccc(Cl)cn3c2CN2CCOCC2)cc1
14	Cc1ccc(N2C(=O)NC(=O)/C(=C\c3cc(C)n(-c4sc5c(c4C#N)CCCC5)c3C)C2=O)cc1
15	CC(C)Cc1nnc(NC(=O)CCC(=O)N2CCN(CCOC(c3ccccc3)c3ccccc3)CC2)s1
16	CCN(CCNc1ccc([N+](=O)[O-])c2cccnc12)S(=O)(=O)c1ccc(Cl)cc1
assay / entry,9,10,11,12,13,14,15,16
Mac1 fbg enh,41,-4,1,-3,-7,-5,-3,-1
MT1-MMP txn act,.,.,.,.,.,.,.,.

17	Fc1ccc(CCNCc2cccc(Cl)c2)cc1
18	CN1C(=O)/C(=C\c2ccc(N3CCCCC3)o2)C(=O)NC1=S
19	CN1CCN(S(=O)(=O)c2ccc(Cl)nc2)CC1
20	CC1=NN(c2ccccc2)C(=O)C1/C=C1/C(=O)NC(=O)N(c2cc(C)cc(C)c2)C1=O (centres undefined)
21	O=C(N/N=C/c1c(O)n(Cc2ccc(F)cc2)c(=O)[nH]c1=O)c1ccccc1O
22	CC[N+]12CCC(CC1)C(=C(c1ccccc1)c1ccccc1)C2
23	NC(=S)N/N=C/c1coc2ccccc2c1=O
24	N#Cc1ccccc1Cn1cc(C(=O)c2ccccc2F)c2ccccc21
assay / entry,17,18,19,20,21,22,23,24
Mac1 fbg enh,-2,-4,-2,1,-4,5,1,5
MT1-MMP txn act,.,.,.,.,.,.,.,.

# Excerpt, nos. 17–18
17	Fc1ccc(CCNCc2cccc(Cl)c2)cc1
18	CN1C(=O)/C(=C\c2ccc(N3CCCCC3)o2)C(=O)NC1=S
assay / entry,17,18
Mac1 fbg enh,-2,-4
MT1-MMP txn act,.,.

# Next part.
# Below each compound: Mac1 fbg enh, MT1-MMP txn act
25: O=C1N=c2ccccc2=C/C1=C\c1c(O)[nH]c(=S)[nH]c1=O
 : 2, .
26: Cc1cccc(OP(=O)(NCc2ccccc2)Oc2cccc(C)c2)c1
 : 6, .
27: Cc1nn(Cc2ccccc2)c(Cl)c1C(=O)OCC(=O)Nc1cccc2ccccc12
 : 3, .
28: COc1ccc(-n2c(O)c(C=Nc3c(C)n(C)n(-c4ccccc4)c3=O)c(=O)[nH]c2=O)cc1
 : -1, .
29: Cc1nc2ccccc2c(=O)n1-c1ccccc1C(F)(F)F
 : -1, .
30: Cc1ccnc(-n2c(-c3ccccc3)nc3ccccc3c2=O)c1
 : 4, .
31: Cc1ccc(/C=C2\C(=O)NC(=S)N(c3ccccc3F)C2=O)s1
 : -2, .
32: COc1ccc(/C=C2\C(=O)NC(=O)N(CCC3=CCCCC3)C2=O)c(OC)c1
 : 3, .
33: Cc1cccc(CSc2nc3c(cc2C#N)CN(C)CC3)c1
 : -1, .
34: Cc1ccc(/C=C2\C(=O)NC(=O)N(CCc3ccc(F)cc3)C2=O)o1
 : 36, .
35: CCCC[N+]12CCC(CC1)C(=C(c1ccccc1)c1ccccc1)C2
 : -3, .
36: CC(NCc1ccc(Cl)cc1Cl)C(O)c1ccccc1 (centres undefined)
 : 2, .
37: CCCNC(=O)c1c(N)n(Cc2ccc3c(c2)OCO3)c2nc3ccccc3nc12
 : 29, 1.1
38: O=C(C1CCC(=O)N1Cc1ccc(F)cc1)N1CCC2(CC1)OCCO2 (centres undefined)
 : 0, 1
39: CCOC(=O)C1SC2(C(F)(F)F)CC1(O)c1c(C)cc(C)nc1O2 (centres undefined)
 : 141, 1.1

# Below each compound: Mac1 fbg enh, MT1-MMP txn act
40: CCN(CC)c1ccc(CC2C(=O)N(C)C(=O)N(C)C2=O)cc1
 : 1, 1
41: CC(C)C(=O)N1CCN(CCN=Cc2c(O)n(C)c(=O)n(C)c2=O)CC1
 : 1, 1
42: Cc1nc2ccccc2c(=O)n1-c1ccccn1
 : 6, 1.1
43: O=c1[nH]c(=O)n(Cc2ccc(F)cc2)c(O)c1C=NCCCN1CCOCC1
 : 6, 1.1
44: CC(=NCCCn1ccnc1)c1c(O)n(C)c(=O)n(C)c1=O
 : -3, 1.1
45: Cn1c(C(=O)O)c(CC(=O)N2CCN(Cc3ccccc3)CC2)c2ccccc21
 : -3, 1.2
46: Cc1cccc(-n2c(O)c(C=NCCCN3CCOCC3)c(=O)[nH]c2=O)c1C
 : 0, 1.1
47: CN(C(=O)Oc1cccc2cccnc12)c1ccccc1
 : -2, 1.2
48: CCN(CC)CCCC(C)N=C(c1ccccc1)c1c(O)n(C)c(=O)n(C)c1=O (centres undefined)
 : -4, 1
49: O=C(CCc1nc(-c2ccccc2F)no1)N1CCC2(CC1)OCCO2
 : -3, 1.1
50: CC(C)CCNC(=O)c1c(N)n(CC2CCCO2)c2nc3ccccc3nc12 (centres undefined)
 : 0, 1.2

# Full records, quoted from the list. Screens in order: Mac1 fbg enh | MT1-MMP txn act
# Listed for `CC(=NCCCn1ccnc1)c1c(O)n(C)c(=O)n(C)c1=O` → -3 | 1.1
# Listed for `Cc1cccc(-n2c(O)c(C=NCCCN3CCOCC3)c(=O)[nH]c2=O)c1C` → 0 | 1.1
# Listed for `Cc1nc2ccccc2c(=O)n1-c1ccccn1` → 6 | 1.1

# Compounds above with a thiophene ring, fused or not:
# Below each compound: Mac1 fbg enh, MT1-MMP txn act
14: Cc1ccc(N2C(=O)NC(=O)/C(=C\c3cc(C)n(-c4sc5c(c4C#N)CCCC5)c3C)C2=O)cc1
 : -5, .
31: Cc1ccc(/C=C2\C(=O)NC(=S)N(c3ccccc3F)C2=O)s1
 : -2, .
